Assay outcomes: PubChem, National Center for Advancing Translational Sciences (NCATS)
A549 tox = Nrf2 qHTS screen for inhibitors: counterscreen for cytotoxicity. Potency, µM (titrated, usually from 46 µM), without a hit: top-dose activity change, negative = cytotoxicity, usual class: inhibitors. A549 ARE-Fluc cells, CellTiter-Fluor viability, 18-24 h. 0.16% of 390,000 active. AID 504648, 2011; note: % is set by controls: 0 for no effect and ±100 for the full control effect
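A549 ARE_Fluc cells in 5% FBS OPTI-MEM were exposed to compounds in concentration-response for 18-24 h at 37 deg C. Viability was read by CellTiter-Fluor fluorescence (Ex 405/Em 525) after 30 min, before the luciferase read.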
HepG2 tox = qHTS for Inhibitors of TGF-b: Cytotox Counterscreen | HepG2 CAGA-GFP viability, ATP luminescence, 18 h | Potency, µM (top dose mostly 46.1 µM), for the others: top-dose activity change, negative = cytotoxicity, hits mostly cytotoxic | 0.76% of 410,000 active | AID 588856, 2011; note: some results filed as inactive show a strong effect at the top dose
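HepG2 CAGA-GFP cells (1000/well, DMEM with 1% FBS) received compound, then TGF-beta at 500 pg/mL final, and were incubated 18 hours at 37 degrees C. Viability was read by CellTiter-Glo luminescence. Media-only wells were set as complete cell-killing and DMSO as no toxicity.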
Nrf2 block = Nrf2 qHTS screen for inhibitors; AID 504444, 2011; Potency, µM (titrated, usually from 46 µM), inactives show at the highest dose activity change, negative = inhibition, hits mostly inhibitors; 2.1% of 360,000 active; A549 ARE-Fluc reporter, luciferase luminescence, 18-24 h; note: % is set by controls: 0 for no effect and ±100 for the full control effect; nearly all actives have a fitted effect of over 60% in size
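Reporter: ARE-Fluc in A549. Exposure: 18-24 h, 37 °C, 5% CO2, 5% FBS OPTI-MEM. Readouts: fluorescent cytotoxicity (CellTiter-Fluor), then luminescent Nrf2 signal after BugLite.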
Mm-Cpn inhibitor = Inhibitors of TCP-1 ring complex (TRiC) of Methanococcus maripaludis (MmCpn): qHTS; Chaperonin Mm-Cpn (Methanococcus maripaludis); purified Mm-Cpn ATPase, ADP Transcreener TR-FRET; Potency, µM (series often up to 76.9 µM), for the others: at the top dose activity, negative = inhibition, most hits filed as inhibitors; 0.031% of 330,000 active; AID 504842, 2011; note: % is set by controls: 0 for no effect and ±100 for the full control effect; nearly all actives have a fitted effect of over 80% in size
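ATPase turnover read by TR-FRET ADP competition (Eu cryptate antibody/ADP-d2, 665/590 nm): 10uM ATP final, 25nM Mm-CPN final, 30 min 37degC after 10-min compound preincubation, pH 7.4 Tris/KCl/MgCl2/DTT buffer.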
TGFb SMAD3 inh = qHTS for Inhibitors of TGF-b; HepG2 CAGA-GFP TGF-b/SMAD3 reporter, GFP fluorescence, 18 h; TGF-beta stimulated, 500 pg/mL final; Potency, µM (series often up to 46.1 µM), for inactives: at the highest dose activity, negative = inhibition, usual class: inhibitors; 1.2% of 410,000 active; AID 588855, 2011; note: % is set by controls: 0 for no effect and ±100 for the full control effect; nearly all actives have a fitted effect of over 65% in size
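HEPG2 CAGA-GFP, 1000 cells/well; 2 h settle, 37 C; cpd via pin tool; TGF-b 500 pg/mL final; 18 h, 37 C; GFP imaging ex488/em500-530; %Activity normalised to -TGF-b and +DMSO controls; CRC fit, curve class.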
Nrf2 ARE act = qHTS of Nrf2 Activators. AREc32 ARE-luciferase reporter (MCF7-derived line), luminescence, 24 h. Potency, µM (highest dose often 46.1 µM), for inactives: at the highest dose activation, hits mostly activators. 0.31% of 410,000 active. AID 624171, 2012; note: % of control where 0% means no effect; nearly all actives have a fitted effect of over 65% in size
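AREc32_Fluc, 1000 cells/well, OPTI-MEM + 5% FBS, o/n 37 deg C 5% CO2; 23 nL cpd by pin tool, 24 hr; Steady-Glo 30 min RT, luminescence.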
ATXN viability = Viability Counterscreen for Primary qHTS for Inhibitors of ATXN expression; Potency, µM (series often up to 56.7 µM), hits mostly cytotoxic; S2 cells (HEK-293 line with an ATXN2-luciferase reporter) viability, CellTiter-Fluor protease fluorescence, 24 h; 0.49% of 400,000 active; AID 651635, 2014; note: nearly all actives have a fitted effect of over 40% in size
* marks the source's active call; other numbers are inactive results; i = inactive; u = inconclusive; x = not tested or not shown; & = joins results of further samples; [ ] = remark or other dose. Calls come from the whole dose curve; as a rule, active = well fitted curve in the direction sought with a large enough effect; inconclusive = small, poorly fitted or top-dose-only effect, or another doubt; inactive = no such curve, though single readings can be large; an effect the other way counts as inactive or inconclusive. Potency is the fitted concentration of half-maximal effect. Some of the compounds tested. The share of hits here may be higher or lower than overall.

SMILES | A549 tox | HepG2 tox | Nrf2 block | Mm-Cpn inhibitor | TGFb SMAD3 inh | Nrf2 ARE act | ATXN viability
Cc1c(F)cccc1Cn1cnc2c(cnn2C(C)(C)C)c1=O | x | -21.0% | x | x | -18.5% | x | x
CCc1ccc(NC(=O)c2nc(SCc3ccccc3F)ncc2Cl)cc1 | x | 6.5% | x | x | 21.4% | x | x
Cc1cc(C)c2c(C)ccnc2c1 | x | 0.8% | x | x | -4.0% | x | x
CN(C)c1ccc(/C=C/N2C=CCc3c2ccc2ccccc32)cc1 | x | -84.9% | x | x | 7.08µM* | x | x
CN(C)/C=C1\C=Cc2ccccc21 | x | -27.0% | x | x | u | x | x
COc1cc2nc(N3CCCN(C)CC3)nc(OC3CCN(C)CC3)c2cc1OC | x | -63.2% | x | x | -22.2% | x | x
O=C(NC1CCCCC1)[C@@H]1CC=C[C@@H]2CCN(Cc3ccc(Cl)c(Cl)c3)C(=O)[C@@H]21 | x | 7.3% | x | x | 15.3% | x | x
CC(=O)Nc1ccc(NC(=O)COC(=O)c2ccccc2OCc2cccc(Br)c2)cc1 | x | 8.1% | x | x | -4.6% | x | x
CC(C)(C)n1ncc2c(=O)n(Cc3ccc([S+](=O)([O-])N4CCOCC4)cc3)cnc21 | x | -15.5% | x | x | 0.0% | x | x
CCCCCCC[n+]1ccc(/C=C/c2c(C)[nH]c3ccccc23)cc1 | x | -111.3% | x | x | 388.3%[activator] | x | x
C1=Cc2ccccc2/C1=C\c1ccc(/C=C2\C=Cc3ccccc32)cc1 | x | 12.3% | x | x | 22.7% | x | x
CCCCCCC[n+]1ccc(/C=C/c2c[nH]c3ccccc23)cc1 | x | -18.0% | x | x | 176.7%[activator] | x | x
O=C(COc1ccccc1C(=O)Nc1ccccc1)Nc1ccccc1-c1ccccc1 | x | -5.6% | x | x | u | x | x
O=[N+]([O-])c1ccc(/C=C/c2ccc3cccnc3c2)cc1 | x | -53.7% | x | x | u | x | x
CC1(C)CCC(c2ccc(Cl)cc2)=C(CN2CCN(c3ccc(C(=O)NS(=O)(=O)c4ccc(N[C@H](CCN5CCOCC5)CSc5ccccc5)c(S(=O)(=O)C(F)(F)F)c4)cc3)CC2)C1 | x | 5.62µM* | x | x | u | x | x
O/N=C(/CI)c1ccc2ccccc2c1 | x | 0.3% | x | x | 1.4% | x | x
C[N+]1(CC(=O)c2ccc3c(c2)CCCC3)CCOCC1 | x | -11.6% | x | x | 1.7% | x | x
O=C(C[n+]1ccccc1Cl)c1ccc2c(c1)CCCC2 | x | -73.2% | x | x | -3.9% | x | x
COc1ccc(Cl)c(Cn2cnc3c(cnn3C(C)(C)C)c2=O)c1F | x | 1.2% | x | x | 1.4% | x | x
CCNc1nc(NCc2ccco2)c2ccccc2n1 | x | -7.8% | x | x | u | x | x
O=[N+]([O-])c1ccc(O/N=[N+](\[O-])N2CCN(c3ncccn3)CC2)c([N+](=O)[O-])c1 | x | -91.4% | x | x | 10µM* | x | x
Cc1[nH]c2ccccc2c1/C=C/c1nccc2ccccc12 | x | -52.2% | x | x | -16.8% | x | x
CN(C)c1ccc(C(=O)Oc2cc(O/N=[N+](\[O-])N(C)C)c([N+](=O)[O-])cc2[N+](=O)[O-])cc1 | x | 2.6% | x | x | u | x | x
O=C(Nc1ccccc1Sc1ccccc1)c1cnn2c1NC(=C1CC1)C=C2C(F)F | x | -15.3% | x | x | -1.6% | x | x
CNc1ccc(/C=C2\C=Cc3ccccc32)cc1I | x | -22.6% | x | x | -0.2% | x | x

Remaining list, next part:
SMILES | A549 tox | HepG2 tox | Nrf2 block | Mm-Cpn inhibitor | TGFb SMAD3 inh | Nrf2 ARE act | ATXN viability
COc1cc2c(NC3CCN(C)CC3)nc(N3CCCN(C)CC3)nc2cc1OCCCCN | x | -13.7% | x | x | u | x | x
C[C@@H]1[C@H](c2ccccc2)OCCS(=O)(=O)N1Cc1cccc(Cl)c1 | x | -2.3% | x | x | u | x | x
O=C(NCc1cccnc1)[C@@H]1CC=C[C@@H]2CCN(C3CCCCC3)C(=O)[C@@H]21 | x | 3.7% | x | x | -21.6% | x | x
O=S1(=O)CCO[C@H]2CCCC[C@@H]2N1Cc1ccc(Cl)cc1 | x | -20.1% | x | x | -23.7% | x | x
CN(C)c1ccc(/C=C2\C=Cc3ccccc32)c(F)c1 | x | -44.6% | x | x | 6.4% | x | x
Cc1ccc2nc(CS)[nH]c2c1 | x | -52.8% | x | x | -8.7% | x | x
C#CCN(C1CCCC1)S(=O)(=O)C=C | x | -65.3% | x | x | -19.5% | x | x
CN(C)c1ccc(/C=C/c2ccnc3ccccc23)cc1Cl | x | -24.7% | x | x | -17.1% | x | x
Cc1cc(=O)[nH]c2ccc(O)cc12 | x | 4.3% | x | x | 3.1% | x | x
O=C(Nc1ccc(Cl)cn1)c1cnn2c1NC(=C1CC1)C=C2C(F)F | x | -4.0% | x | x | -0.5% | x | x
O=C(CC(C(=O)O)n1ccnc1)c1ccc(Cl)cc1 (stereo not given) | x | 6.3% | x | x | -12.8% | x | x
COc1ccc(CN2CC[C@H]3C=CC[C@@H](C(=O)Nc4ccccc4)[C@H]3C2=O)cc1OC | x | -0.1%&8.4% | x | x | -13.1%&3.6% | x | x
Brc1cccc[n+]1Cc1ccccc1C[n+]1ccccc1Br | x | -19.3% | x | x | 35.2%[activator] | x | x
Cc1sc2ccccc2[n+]1Cc1ccccc1 | x | -3.7% | x | x | u | x | x
C[N+]1(CC(=O)c2ccc3ccccc3c2)CCOCC1 | x | 3.3% | x | x | -3.4% | x | x
CC(C)(C)CC(C)(C)N=C1Nc2ccccc2N[C@]12C[C@H]1CCCC(=O)N3CC[C@@H](C2)[C@@H]13 | x | -23.8% | x | x | u | x | x
O=C(O)c1ccc2c(c1)C(=O)N([C@]1(C(=O)O)CC1c1ccccc1)C2=O (stereo not given in full) | -3.1% | x | 10.0% | -3.1% | x | x | x
O=C(O)c1ccc2c(c1)C(=O)N([C@H](Cc1c[nH]c3ccccc13)C(=O)O)C2=O | -2.6% | x | 7.9% | -1.3% | x | x | x
O=C(O)c1ccc(S(=O)(=O)N[C@H](Cc2ccc(O)cc2)C(=O)O)cc1 | -3.8% | x | 11.3% | 1.3% | x | x | x
COc1ccc(S(=O)(=O)N2CCN(S(=O)(=O)c3ccc(OC)cc3)CC2)cc1 | -1.4% | x | 14.0% | 1.6% | x | x | x
O=C(O)c1ccc2c(c1)C(=O)N([C@H](Cc1ccc(Cl)cc1)C(=O)O)C2=O | -0.4% | x | 11.5% | 1.2% | x | x | x
COc1ccc(C[C@H](C(=O)O)N2C(=O)c3ccc(C(=O)O)cc3C2=O)cc1 | 0.6% | x | 13.0% | 2.2% | x | x | x
C=CCN=C1N[C@@H](c2ccc(Br)cc2)C(C(=O)OC)=C(C)N1Cc1ccccc1 | x | -95.8% | x | -0.4% | u | x | x
COc1cc(/C(C)=C/c2ccccc2)c2c(c1)oc1ccccc12 | x | -14.5% | x | -2.9% | -13.2% | x | x
COc1cccc(CNC(=O)c2ccc3c(c2)nc2n3CCCCC2)c1OC | 1.8% | -10.2% | x | x | x | 4.1% | x

(continued)
SMILES | A549 tox | HepG2 tox | Nrf2 block | Mm-Cpn inhibitor | TGFb SMAD3 inh | Nrf2 ARE act | ATXN viability
COc1ccc(N2CC(NC(=O)COc3ccc(F)cc3)CC2=O)cc1OC (stereo not given) | -5.6% | -16.2% | x | x | x | 1.1% | x
CCN1CCN(C(c2ccccc2)c2sc3nc(-c4ccco4)nn3c2O)CC1 (stereo not given) | 7.0% | -24.1% | x | x | x | 3.5% | x
Cc1ccc(CNC(=O)c2sc3nc[nH]c(=O)c3c2C)cc1 | 5.1% | -7.3% | x | x | x | 3.1% | x
Cc1ccc(C(=O)Nc2cc3c(cc2C)n(C)c(=O)c(=O)n3C)cc1 | -0.3% | 1.7% | x | x | x | 1.1% | x
Cc1c(CCNC(=O)c2c(F)cccc2F)sc2nc(-c3ccc(F)cc3)nn12 | 15.2% | 0.4% | x | x | x | 1.5% | x
CCOc1ccc(CNC(=O)c2cnc(SC)nc2CC)cc1 | 11.7% | 7.8% | x | x | x | 4.2% | x
Nc1ccccc1N | x | -29.9% | x | x | -6.4% | x | u
NC(CS)C(=O)O (stereo not given) | x | 6.9% | x | x | -4.2% | x | i

Molecules from the list above with an aryl methoxy group, in the order listed:
SMILES | A549 tox | HepG2 tox | Nrf2 block | Mm-Cpn inhibitor | TGFb SMAD3 inh | Nrf2 ARE act | ATXN viability
COc1cc2nc(N3CCCN(C)CC3)nc(OC3CCN(C)CC3)c2cc1OC | x | -63.2% | x | x | -22.2% | x | x
COc1ccc(Cl)c(Cn2cnc3c(cnn3C(C)(C)C)c2=O)c1F | x | 1.2% | x | x | 1.4% | x | x
COc1cc2c(NC3CCN(C)CC3)nc(N3CCCN(C)CC3)nc2cc1OCCCCN | x | -13.7% | x | x | u | x | x
COc1ccc(CN2CC[C@H]3C=CC[C@@H](C(=O)Nc4ccccc4)[C@H]3C2=O)cc1OC | x | -0.1%&8.4% | x | x | -13.1%&3.6% | x | x
COc1ccc(S(=O)(=O)N2CCN(S(=O)(=O)c3ccc(OC)cc3)CC2)cc1 | -1.4% | x | 14.0% | 1.6% | x | x | x
COc1ccc(C[C@H](C(=O)O)N2C(=O)c3ccc(C(=O)O)cc3C2=O)cc1 | 0.6% | x | 13.0% | 2.2% | x | x | x
COc1cc(/C(C)=C/c2ccccc2)c2c(c1)oc1ccccc12 | x | -14.5% | x | -2.9% | -13.2% | x | x
COc1cccc(CNC(=O)c2ccc3c(c2)nc2n3CCCCC2)c1OC | 1.8% | -10.2% | x | x | x | 4.1% | x
COc1ccc(N2CC(NC(=O)COc3ccc(F)cc3)CC2=O)cc1OC (stereo not given) | -5.6% | -16.2% | x | x | x | 1.1% | x
